Efflux pump inh – inhibitors of Candida efflux pumps in yeast, primary screen, S. cerevisiae, Nile Red, multiplex; S. cerevisiae Candida pump triplex; inhibition, % at 10 µM; 330,000 compounds, 0.44% hits; AID 485275, 2010;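 active = plate passing quality check with inhibition over a set limit, or well fluorescence over plate mean plus 4 SD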;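 also: Nile Red retained in pooled yeast measured as flow cytometry median fluorescence; 0% = buffer negative control and 100% = Enniatin B positive control; higher means more Nile Red kept so more efflux inhibition; some compounds called inactive have numbers as strong as hits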
PP1 inh – PP1-alpha phosphatase inhibitors, primary screen, counter-screen for PP5 inhibitor project, biochemical, fluorescence, OMFP substrate, single point; Serine/threonine-protein phosphatase PP1-alpha catalytic subunit (Homo sapiens), P62136; purified PP1alpha; inhibition, % at 6.7 µM; 320,000 compounds, 0.9% hits; AID 2235, 2010;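 active = inhibition above the mean inhibition of all tested compounds plus 3 SD, computed separately for each screening campaign, cut at about 15% in these data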
Target sequence (P62136 whole entry, looked up): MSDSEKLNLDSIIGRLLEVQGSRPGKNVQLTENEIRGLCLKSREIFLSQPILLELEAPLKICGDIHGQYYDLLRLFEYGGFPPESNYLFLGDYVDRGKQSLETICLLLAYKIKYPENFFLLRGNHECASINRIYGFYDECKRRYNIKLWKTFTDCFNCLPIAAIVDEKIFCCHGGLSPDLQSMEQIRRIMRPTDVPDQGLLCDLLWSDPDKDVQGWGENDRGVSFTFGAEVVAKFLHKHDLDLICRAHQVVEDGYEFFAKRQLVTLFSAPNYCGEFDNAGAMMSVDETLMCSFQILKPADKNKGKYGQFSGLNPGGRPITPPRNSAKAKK
proCasp3 act – activators of human procaspase-3 D3A mutant, primary screen, biochemical, absorbance, PC-3 D3A mutant, single concentration | Caspase-3 (Homo sapiens), P42574 | recombinant procaspase-3 D3A, Ac-DEVD-pNA absorbance 405 nm | activation, % at 8.5 µM | 330,000 compounds, 0.11% hits | AID 463141, 2010;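 active = activation above the mean of all tested compounds plus 3 SD, cut at about 21% in these data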;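 also: 0% = DMSO alone and 100% = DMSO wells spiked with extra 5 µM PC-3 D3A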
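Technique: 405 nm absorbance of p-nitroaniline, reads at 0 and 120 min; Test system: Procaspase-3 D3A mutant; Incubation: 1 h enzyme-compound preincubation, then 2 h substrate reaction, 25 °C; Repeats: singlicate, each compound tested once; Benchmarks: low control DMSO wells, high control DMSO plus 5 µM PC-3 D3A.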
procasp7 counter – procaspase-7 activators, primary screen, counter-screen for procaspase-3 activator project, biochemical, absorbance, HTS, human | recombinant procaspase-7, Ac-DEVD-pNA absorbance 405 nm; D23A/D198A/D206A triple mutant, cannot self-cleave; scale: DMSO 0, 5 µM enzyme 100 | activation, % at 8.5 µM | 330,000 compounds, 0.093% hits;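 active = percent activation above the screen-wide mean plus 3 SD, cut at about 25% in these data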
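buffer or medium = Zinc-free HEPES/NaCl buffer, pH 7.4 | material = Procaspase-7 triple mutant (PC-7 D3A) | input = 2 µM procaspase-7 mutant as dispensed | signal = Epi-absorbance of released pNA at 405 nm, two timepoints | timing = 1 h preincubation, 2 h reaction | replicates = singlicate compound testing | evaluation = % activation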
GASC-1 inh – inhibitors of GASC-1 histone demethylase, primary screen, biochemical, fluorescence, DELFIA europium; Lysine-specific demethylase 4C (Homo sapiens), Q9H3R0; GST-JMJD2C(1-420) H3K9me3 demethylation; inhibition, % at 2.35 µM; 330,000 compounds, 0.069% hits; AID 2099, 2009;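 active = more than half of a compound's replicate wells show inhibition beyond 50%, single wells judged on their own value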;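 also: signal counts dimethyl H3K9 product captured on neutravidin plate; 0% = median of DMSO wells and 100% = 0.3 times that DMSO median; strong numbers were not always called active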
Target sequence (Q9H3R0 1-420 limits assumed): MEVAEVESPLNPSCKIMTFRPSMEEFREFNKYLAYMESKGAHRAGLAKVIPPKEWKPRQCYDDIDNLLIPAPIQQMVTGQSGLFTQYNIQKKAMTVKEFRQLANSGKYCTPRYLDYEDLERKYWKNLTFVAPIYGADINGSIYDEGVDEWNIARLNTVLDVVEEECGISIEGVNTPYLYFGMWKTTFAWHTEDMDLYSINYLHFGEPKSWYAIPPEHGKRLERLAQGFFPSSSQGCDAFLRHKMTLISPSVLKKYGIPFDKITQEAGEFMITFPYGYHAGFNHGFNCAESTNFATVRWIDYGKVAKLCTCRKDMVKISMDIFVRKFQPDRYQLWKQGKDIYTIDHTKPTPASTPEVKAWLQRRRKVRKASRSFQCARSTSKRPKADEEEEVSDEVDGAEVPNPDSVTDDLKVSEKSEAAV
CTSL1 counter – Fasciola hepatica cathepsin L1 inhibitors, primary screen, counter-screen for PFM18AAP inhibitor project, biochemical, QFRET, fluorogenic peptide substrate; recombinant F. hepatica cathepsin L1, Z-Leu-Arg-MCA fluorescence; inhibition, % at 5.96 µM; 300,000 compounds, 0.49% hits;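 active = inhibition above the mean of all tested compounds plus 3 SD, set per screening campaign, cut at about 17% in these data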;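 also: 0% = plate median of test compound wells and 100% = 1 µM Z-Phe-Ala-diazomethylketone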
PP5 inh – PP5 phosphatase inhibitors, primary screen, biochemical, fluorescence; Serine/threonine-protein phosphatase 5 (Homo sapiens), P53041; purified PP5c, OMFP substrate fluorescence; inhibition, % at 6.7 µM; 320,000 compounds, 0.18% hits;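 active = inhibition above the campaign's mean inhibition across all tested compounds plus 3 SD, cut at about 9.5% in these data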;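 also: 0% = DMSO only and 100% = 100 µM cantharidin control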
core dimer inh – inhibitors of HCV core protein dimerization, primary screen, biochemical, TR-FRET, high-throughput; TR-FRET GST/Flag-core106 dimerization, 1536-well; inhibition, % at 5 µM; 300,000 compounds, 0.33% hits; AID 1899, 2009;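 active = inhibition above the mean of all tested compounds plus 3 SD, set per screening campaign, cut at about 45% in these data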
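Assay system – GST-tagged and Flag-tagged HCV core protein residues 1-106 · Quantity – core106 proteins, GST 13.5 nM and Flag 17 nM · Benchmarks – unlabelled core106 and no-GST-core106 wells · Read-out basis – percent inhibition of core106 dimerization signal · Detection – time-resolved FRET, ex 340 nm, em 617 and 671 nm · Schedule – 4 h at 22.5 °C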
TPT1 inh – Candida albicans TPT1 enzyme inhibitors, primary screen, biochemical, fluorescence polarization. recombinant caTPT1, FP RNA substrate dephosphorylation. tRNA 2'-phosphotransferase TPT1 (Candida albicans SC5314). inhibition, % at 5 µM. 300,000 compounds, 0.81% hits;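 active = inhibition above the mean of all tested compounds plus 3 SD, set per screening campaign, cut at about 24% in these data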;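 also: plate controls were DMSO alone for no effect and ferristatin control at 100 nM for full effect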
Numbers without * were called inactive; · = not tested or not shown. The order is random; 2.9% or so of the library scored in one or more.

Below each SMILES – Efflux pump inh	PP1 inh	proCasp3 act	procasp7 counter	GASC-1 inh	CTSL1 counter	PP5 inh	core dimer inh	TPT1 inh
> Nc1cccc(S(=O)(=O)Nc2ccc(Br)cc2)c1
 : 0.2	-1	1	8	-14	-14	1.2	1	7
> CCCc1cc(C(=O)Nc2cccc(Cl)c2)no1
 : 0.0	4	2	-1	-8	2	1.2	-9	-3
> Cc1ccc(-n2ncc3c2CC(C)(C)CC3NC(=O)Cc2c(C)noc2C)cc1 (stereo unspecified)
 : 0.1	2	3	-6	4	-2	1.5	8	-3
> Cc1cccc(NC(=O)CSc2nc(=O)n(CCCN3CCOCC3)c3c2CCCC3)c1
 : 0.0	3	8	-5	4	-1	-0.9	1	3
> O=C(Nc1cccc(S(=O)(=O)NC2=NCCCCC2)c1)C1COc2ccccc2O1 (stereo unspecified)
 : 0.1	-2	6	8	3	-1	-0.9	5	4
> CCS(=O)(=O)N1CCC(C(=O)NCc2cccs2)CC1
 : 0.7	3	5	2	-5	-4	2.9	0	3
> COc1ccc(S(=O)(=O)N2CCCCC2)cc1NC(=O)C1CSC2(C)CCC(=O)N12 (stereo unspecified)
 : -0.1	-4	2	-1	-12	-2	1.3	0	1
> COc1ccc(NS(=O)(=O)c2ccc3nc(COc4ccc(C#N)cc4)[nH]c3c2)cc1
 : 0.0	3	-2	-2	4	2	3.4	6	-2
> COc1ccc(C(=O)Nn2cnc3ccccc3c2=O)cc1[N+](=O)[O-]
 : 0.1	-1	0	1	-1	5	1.0	-2	2
> O=C(CCC(=O)NNC(=O)c1ccc([N+](=O)[O-])cc1)NCc1ccccc1
 : -0.2	4	7	-6	1	-4	2.2	-3	-5
> CCOC(=O)N1CCN(C(=O)CN(c2ccc(Oc3ccccc3)cc2)S(C)(=O)=O)CC1
 : 0.2	-2	0	1	-14	0	2.2	4	-1
> COc1ccc(/C=C/C(=O)NCc2ccc3c(c2)OCO3)cc1OC
 : 0.0	-2	5	4	-28	3	2.1	3	-2
> COCCCn1c(SC(C)C(=O)NC2CC2)nc2ccccc2c1=O (stereo unspecified)
 : 0.3	-6	-4	-2	-9	-3	7.8	-6	0
> Cc1ccc(C)c(S(=O)(=O)NCc2ccc(C(=O)N3CCC(Cc4ccccc4)CC3)cc2)c1
 : -0.1	5	9	-7	-6	5	4.4	15	0
> CC1CN=C(N(C(=S)Nc2ccccc2)c2cccc(C(F)(F)F)c2)S1 (stereo unspecified)
 : 0.1	-3	5	2	34	-3	2.5	-4	-2
> COc1cc(/C=C(\NC(C)=O)C(=O)NC(C)(C)CC(C)(C)C)ccc1OC(C)=O
 : -0.1	-2	11	-11	16	3	1.2	-15	-6
> CC(NS(=O)(=O)c1ccc(Br)cc1)C(=O)NCc1ccco1 (stereo unspecified)
 : 0.4	-1	-15	-3	1	2	1.9	1	4
> O=C(CCCCCN1C(=O)c2cccc3cccc(c23)C1=O)NCCCO
 : 0.1	0	0	3	6	0	-1.4	-2	3
> COc1ccc(CN(C)CC2CCCN(CCc3ccc(Cl)cc3)C2)cc1OC (stereo unspecified)
 : 0.1	-2	-1	6	3	-1	3.3	-3	0
> Cc1ccc(C(=O)COC(=O)CCC(=O)Nc2ccccc2Cl)cc1[N+](=O)[O-]
 : -0.2	-2	-2	5	-3	-18	4.7	7	0
> N#CC1=C(N)SC(N)=C(C#N)C1C1CC=CCC1 (stereo unspecified)
 : 0.1	-7	-17	-31	5	-2	2.2	3	1
> CCOc1ccc(C2CC(c3c(O)c4ccccc4oc3=O)=NN2c2ccccc2)cc1OC (stereo unspecified)
 : 0.1	-3	1	-2	-19	4	1.8	-2	69*
> CC(C)C1CC(CCN2CCCCC2)(c2ccccc2)CCO1 (stereo unspecified)
 : 0.1	-6	-1	2	2	-7	-1.7	3	-1
> COc1cc(Br)c(CC(=O)O)cc1OC
 : 0.0	-1	-7	4	10	2	2.7	-4	-1
> O=C1C(Cl)=C(NC(=O)c2ccccc2)C(=O)C(Cl)=C1NC(=O)c1ccccc1
 : 0.0	2	-25	-12	2	-2	1.5	1	0
> COc1ccc(/C=C/S(=O)(=O)NCc2ccccc2)cc1OC
 : 0.0	-3	4	4	0	1	3.5	0	-4
> C[C@H](NC(=O)c1ccco1)C(=O)N1CCN(c2ccc(C(F)(F)F)cn2)CC1
 : -0.1	·	6	-3	-1	·	·	·	·
> c1ccc(N2CCN(c3ncccn3)CC2)cc1
 : 0.0	2	1	-1	-3	-3	2.0	-1	3
> Cc1ccccc1N/N=C/c1ccc(C#N)cc1
 : -0.1	-2	0	-3	-4	-3	0.5	-5	1
> O=C(NCCSCc1c(F)cccc1Cl)Nc1ccccc1
 : 0.0	1	-2	11	-3	-4	4.0	0	-3

Complete entries from above. Order of values: Efflux pump inh, PP1 inh, proCasp3 act, procasp7 counter, GASC-1 inh, CTSL1 counter, PP5 inh, core dimer inh, TPT1 inh
Entry for CC(NS(=O)(=O)c1ccc(Br)cc1)C(=O)NCc1ccco1 (stereo unspecified) : 0.4, -1, -15, -3, 1, 2, 1.9, 1, 4
Entry for CC(C)C1CC(CCN2CCCCC2)(c2ccccc2)CCO1 (stereo unspecified) : 0.1, -6, -1, 2, 2, -7, -1.7, 3, -1
Entry for COc1ccc(CN(C)CC2CCCN(CCc3ccc(Cl)cc3)C2)cc1OC (stereo unspecified) : 0.1, -2, -1, 6, 3, -1, 3.3, -3, 0

(listing goes on)
Below each SMILES – Efflux pump inh	PP1 inh	proCasp3 act	procasp7 counter	GASC-1 inh	CTSL1 counter	PP5 inh	core dimer inh	TPT1 inh
> Cc1ccc(S(=O)(=O)NC2(C(F)(F)F)NC(=O)N(Cc3ccccc3)C2=O)cc1 (stereo unspecified)
 : 0.1	-1	2	4	-4	-2	1.2	-7	1
> COc1ccccc1N1CCN(C(=O)c2cc3cc(C)ccc3[nH]2)CC1
 : 0.0	-1	6	15	13	4	2.5	12	0
> CC(C)CC(=O)Nc1nnc(S(=O)(=O)N2c3ccccc3CC2C)s1 (stereo unspecified)
 : -0.1	3	-2	-4	-17	1	0.1	9	0
> Cc1c(C)n(CCO)c2ncnc(Nc3ccc(F)cc3)c12
 : 0.0	-1	2	-3	11	0	-1.4	7	-1
> Cc1ccc(S(=O)(=O)NNC(=O)c2sccc2-n2cccc2)cc1
 : 0.2	-3	1	-10	0	0	0.7	0	-2
> COc1ccc(C(C(=O)NCC2CCCO2)N(C(=O)CNC(=O)c2cccs2)c2ccccc2)cc1OC (stereo unspecified)
 : -0.2	-7	7	6	-3	-3	-0.1	0	-7
> Cc1ccc(C(C)C)c(OCc2ccc(-c3nnco3)cc2)c1
 : -0.1	5	-2	8	-5	1	7.1	-16	-1
> COc1ccc(CNC(=O)C(=O)NCCC2CCCCN2S(=O)(=O)c2cccs2)cc1 (stereo unspecified)
 : -0.1	-2	8	2	2	2	-1.5	3	3
> Cc1cc(C(=O)NCC(c2ccco2)N2CCCC2)c2ccccc2n1 (stereo unspecified)
 : 0.1	-6	5	-14	-4	·	1.8	·	·
> Cc1nn(CC(=O)NC(=O)NC2CCCC(C)C2C)c(=O)c(C#N)c1C (stereo unspecified)
 : -0.1	-4	-5	2	4	-1	-2.2	8	-4
> O=C(NCCCn1ccnc1)C(=O)NCc1ccc(Cl)cc1
 : 0.1	-2	8	6	-10	-2	-0.4	-2	-3
> CC(C)c1cc(C(C)C)n2nc(N)nc2n1
 : -0.2	-1	4	-10	-8	-2	-0.7	11	-5
> O=C(CSc1nnc(C2CCCCC2)o1)Nc1ccccc1Cl
 : 0.1	1	6	-9	-7	-7	1.4	11	-3
> C=CCOc1cccc(C2C(C(=O)c3ccco3)=C(O)C(=O)N2Cc2cccnc2)c1 (stereo unspecified)
 : -0.1	-1	5	-14	23	5	1.0	-9	3
> CC1(C)OC(c2ccccc2)=C/C(=C/C=C2C(=O)c3ccccc3C2=O)O1
 : 0.0	-3	-1	6	-6	1	2.6	2	-5
> CCn1c(COc2ccc3c(c2)CCCC3)nnc1SCC(=O)Nc1nccs1
 : -0.2	0	-3	-1	-8	2	2.0	4	0
> Cc1nc(C(C)NC(=O)CCc2nnc(-c3ccsc3)o2)cs1 (stereo unspecified)
 : 0.0	-4	2	-2	3	-1	-1.5	0	-1
> CCOCC(=O)N1CCN(c2ccc(F)cc2)CC1
 : -0.1	-2	-4	18	-5	-4	0.7	-3	-6
> Cc1cc(O)c(Sc2ccc(Cl)cc2)c(=O)[nH]1
 : 0.0	-2	4	4	-1	-2	-0.7	-4	-3
> Cc1cccc(CN2C(=O)CCSc3ccc(Cl)cc32)c1
 : 0.0	0	-1	5	-6	3	3.2	-5	-1
> CCCCNC(=O)[C@H](Cc1c[nH]c2ccccc12)NC(=O)c1ccccc1Cl
 : -0.1	2	7	-9	5	-1	1.6	1	0
> CC(C)(Oc1ccc(Cl)cc1)C(=O)Nc1c2c(nn1C(C)(C)C)CS(=O)(=O)C2
 : -0.2	-4	2	2	6	-3	0.8	5	-2
